# From PubChem
# Mito fusion act: blocks mitochondrial division or promotes mitochondrial fusion | hit rate 0.23% among 320,000 | S. cerevisiae fusion-defective mutant growth rescue, CellTiterGlo 48 h | AID 485298 | Potency, µM (highest dose often 46.1 µM), for the others: at the highest dose growth rescue (activation), actives largely listed as activators;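 further: potency means the concentration at half of the fitted maximal effect; % of control where 0% means no effect; nearly all actives have a fitted effect of over 45% in size; temperature-sensitive fusion mutants such as fzo1-1 at 37 °C on non-fermentable ethanol glycerol medium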
#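 Compounds are tested for their ability to restore growth of mitochondrial fusion-defective yeast strains at non-permissive 37C in YPEG medium over 48 hours. Viability is quantified by luciferase luminescence.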
# Tb PFK inh: blocks T. brucei phosphofructokinase | T. brucei PFK, ADP-Glo luminescence | Potency, µM (titrated, usually from 57.5 µM), for inactives: top-dose activity, negative = inhibition, hits mostly inhibitors | hit rate 0.17% among 330,000;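 further: potency means the concentration at half of the fitted maximal effect; 0% = uninhibited 1x PFK enzyme wells and -100% = no-enzyme wells; nearly all actives have a fitted effect of over 60% in size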
# Target sequence (O15648 whole entry, looked up): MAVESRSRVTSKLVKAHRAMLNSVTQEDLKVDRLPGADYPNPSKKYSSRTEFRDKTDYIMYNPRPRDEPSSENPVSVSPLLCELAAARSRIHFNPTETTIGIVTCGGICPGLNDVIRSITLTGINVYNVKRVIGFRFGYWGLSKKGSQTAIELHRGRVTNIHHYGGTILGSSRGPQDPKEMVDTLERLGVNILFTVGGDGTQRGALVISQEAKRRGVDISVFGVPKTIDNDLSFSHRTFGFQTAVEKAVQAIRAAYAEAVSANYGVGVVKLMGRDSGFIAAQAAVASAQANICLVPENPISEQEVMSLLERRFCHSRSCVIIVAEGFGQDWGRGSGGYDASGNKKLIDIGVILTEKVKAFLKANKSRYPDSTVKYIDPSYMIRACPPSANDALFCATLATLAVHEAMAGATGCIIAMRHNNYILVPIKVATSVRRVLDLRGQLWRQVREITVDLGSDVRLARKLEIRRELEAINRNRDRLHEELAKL
#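 Activity is normalized to no-enzyme wells (full inhibition) and 1.25 nM enzyme wells (no inhibition). Reaction: 0.5 mM F6P, 0.1 mM ATP, 45 min RT, ADP-Glo luminescence; concentration-response curves fitted and classed by quality.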
# B2AR arrestin: recruits beta-arrestin to the human beta2-adrenergic receptor | hit rate 0.02% among 330,000 | Potency, µM (top dose mostly 46.1 µM), without a hit: at the highest dose activation, most hits filed as activators | beta-arrestin recruitment to beta2AR, cell-based reporter | AID 492947;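 further: potency means the concentration at half of the fitted maximal effect; 0% = DMSO controls and full agonism = EC100 isoproterenol or metaproterenol; nearly all actives have a fitted effect of over 65% in size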
# Eya2 phos inh: blocks the phosphatase activity of human Eya2. O00167. recombinant Eya2, OMFP fluorescence dephosphorylation (OMFP is methylfluorescein phosphate). Potency, µM (highest dose often 76.9 µM), for inactives: top-dose activity, negative = inhibition, most hits filed as inhibitors. hit rate 0.006% among 330,000; further: potency means the concentration at half of the fitted maximal effect; on the % scale 0 is the no-effect control and ±100 the full control effect
#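 Eya2 protein (added as 0.2 uM solution) was preincubated with compound for 10 min at ambient temperature in 50 mM HEPES pH 7.5, 50 mM NaCl, 5 uM MgCl2, 0.05% BSA, 1 mM DTT. OMFP (added at 50 uM) then reacted 10 min; fluorescence read at 485/525 nm.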
# ELG1 DNA repair: inhibitors of ELG1-dependent DNA repair in HEK293T cells. AID 504467. Potency, µM (titrated, usually from 46.1 µM), inactives show at the top dose activity change, negative = inhibition, hits mostly inhibitors. HEK293T ELG1-luciferase reporter, luminescence, 16 h; DNA damage induced by 5-fluorouridine. hit rate 2.3% among 330,000; further: potency means the concentration at half of the fitted maximal effect; on the % scale 0 is the no-effect control and ±100 the full control effect; nearly all actives have a fitted effect of over 55% in size
#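 5-Fluorouridine DNA damage + compound/DMSO, 2,000 cells/well, 16 h, 37 °C/5% CO2. ONE-Glo, 30 min RT, luminescence. Readout = decrease in reporter signal.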
# uPA surface inh: cell surface uPA generation inhibition; AID 540303; Potency, µM (doses to about 38.3 µM), for inactives: at the highest dose activity change, negative = inhibition, hits mostly inhibitors; hit rate 0.31% among 330,000; cell surface uPA generation assay, qHTS; active means well fitted inhibition curve with a large enough effect; inconclusive means small, poorly fitted or top-dose-only effect; inactive means no such curve, though single readings can be large or run the other way; tested in mouse RAW 264.7 cells; further: potency means the concentration at half of the fitted maximal effect; on the % scale 0 is the no-effect control and ±100 the full control effect; nearly all actives have a fitted effect of over 55% in size
# TSHR antag: blocks TSH signaling through the human TSH receptor; hit rate 0.2% among 330,000; activity change, negative = inhibition, % at 11.5 µM; P16473; TSHR-expressing cells, TSH-stimulated cAMP HTRF, 2 h; hits give low values;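 active means activity change below a set negative limit, meaning inhibition stronger than a set level, cut at about -70% in these data; inconclusive means activity change between two set negative limits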; further: on the % scale 0 is the no-effect control and ±100 the full control effect
#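 TSHR-expressing cells were treated with compounds, then stimulated with TSH at EC80 (4nM final) for 2 hours at 37 deg C. Cellular cAMP was measured by HTRF competition between lysate cAMP and cAMP-d2 for a cryptate-labelled anti-cAMP antibody.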
# USP2a inh: inhibitors of human ubiquitin-specific protease USP2a; USP2 core, Ub-CHOP2 coupled fluorogenic reporter, 485/531; O75604; Potency, µM (highest dose often 38.3 µM), for the others: at the top dose activity change, negative = inhibition, hits mostly inhibitors; hit rate 0.01% among 330,000;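 further: potency means the concentration at half of the fitted maximal effect; plate controls were DMSO wells for no effect and full inhibition by NEM control for full effect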
# Target sequence (O75604 whole entry, looked up): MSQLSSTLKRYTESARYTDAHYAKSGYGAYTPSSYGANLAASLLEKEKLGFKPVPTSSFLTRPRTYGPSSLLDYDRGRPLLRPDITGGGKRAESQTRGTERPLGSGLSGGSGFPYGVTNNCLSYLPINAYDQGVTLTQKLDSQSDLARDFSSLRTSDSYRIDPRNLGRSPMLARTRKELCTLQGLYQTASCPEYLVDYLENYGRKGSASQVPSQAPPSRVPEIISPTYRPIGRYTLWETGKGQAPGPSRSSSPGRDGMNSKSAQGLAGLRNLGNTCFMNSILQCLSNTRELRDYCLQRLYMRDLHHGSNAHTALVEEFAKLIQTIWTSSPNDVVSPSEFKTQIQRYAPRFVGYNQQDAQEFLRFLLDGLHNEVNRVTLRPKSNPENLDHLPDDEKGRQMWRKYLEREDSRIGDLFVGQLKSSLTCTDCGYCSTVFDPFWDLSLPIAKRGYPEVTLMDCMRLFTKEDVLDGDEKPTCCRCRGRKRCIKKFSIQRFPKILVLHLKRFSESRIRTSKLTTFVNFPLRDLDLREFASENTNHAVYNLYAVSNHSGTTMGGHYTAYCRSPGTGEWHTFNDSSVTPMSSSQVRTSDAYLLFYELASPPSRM
#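 USP2 core (10nM final) preincubated 30min RT with compound in 20mM Tris-HCl pH 8.0, 2mM CaCl2, 2mM beta-mercaptoethanol, 0.05% CHAPS; 25nM Ub-CHOP2 plus 25nM reporter substrate added, fluorescence (Ex485/Em531) read after 60min.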
# Chronic BCR inh: blocks chronic active B-cell receptor signaling | hit rate 0.05% among 340,000 | Potency, µM (top dose mostly 46.1 µM), inactives show at the top dose ratio change, negative = lower green/red ratio, actives largely listed as inhibitors | ABC-DLBCL IkBa-CBG/CBR reporter, luminescence ratio, 4 h; active means well fitted inhibition curve with a large enough effect in the signal ratio, with a control signal flat, not every such curve was filed as active; inconclusive means small, poorly fitted or top-dose-only effect, or effect the other way, or a change in a side signal; the % refers to the signal ratio;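 further: potency means the concentration at half of the fitted maximal effect; plate controls were basal doxycycline-induced cells for no effect and cells given 10 µM MG132 for full effect; MG132 reads +100%, hits lower the ratio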
#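 TMD8 ABC-DLBCL cells carrying doxycycline-inducible green luciferase fused to IkappaBalpha plus unfused red luciferase were exposed to compounds (up to 46 uM) for 4 hrs at 37C. Activity came from the overlap-corrected green/red luminescence ratio.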
# TSG101-PTAP inh: blocks PTAP/TSG101 interaction to inhibit HIV-1 budding; 340,000 tested, under 10 active; Fluorescence polarization, FITC-PTAP peptide / Tsg101 binding; Potency, µM (top dose mostly 115 µM), inactives show top-dose activity change, negative = inhibition, hits mostly inhibitors; AID 493005; active means well fitted inhibition curve with a large enough effect in the main read-out, with a control signal flat, not every such curve was filed as active; inconclusive means small, poorly fitted or top-dose-only effect, or effect the other way, or a change in a side signal; inactive means no such curve, though single readings can be large or run the other way; further: potency means the concentration at half of the fitted maximal effect; % of control where 0% means no effect
#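 Compounds were pin-transferred onto Tsg101 binding domain (10 uM final) in HEPES pH 7.5 buffer, then FITC-PTAP peptide was added at 50 nM final. After 20 min at RT, polarization reported peptide displacement across a qHTS concentration series.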
# TCR activator: activates T cell receptor signaling; AID 504894; 330,000 tested, under 10 active; Potency, µM (top dose mostly 9.22 µM), for inactives: top-dose activation of IL-2 secretion, hits mostly activators; primary human leukocytes, anti-CD3, IL-2 HTRF, 48 h; further: % of control where 0% means no effect
#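 Using a-CD3 beads without co-stimulation, primary human leukocytes were exposed to compounds for 48 hr. An HTRF IL-2 kit measured the cytokine, with europium-to-d2 energy transfer producing emission at 665nm upon 320nm excitation.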
# Numbers without * were called inactive; ? = inconclusive; . = no result given; & = joins results of further samples; [ ] = dose if it differs, or a comment. Unless noted, the call rests on the fitted dose curve; in most records, active means well fitted curve in the direction sought with a large enough effect; inconclusive means small, poorly fitted or top-dose-only effect, or another doubt; inactive means no such curve, though single readings can be large; an effect the other way counts as inactive or inconclusive.
SMILES,Mito fusion act,Tb PFK inh,B2AR arrestin,Eya2 phos inh,ELG1 DNA repair,uPA surface inh,TSHR antag,USP2a inh,Chronic BCR inh,TSG101-PTAP inh,TCR activator
CC[C@@H]1Cc2cc(O)ccc2C2=C1c1ccc(O)cc1C[C@H]2CC,-64%&-30%[inhibitor],0%,-0.3%,-15%&-1%,?,?,-9&-12,-6%,?,-2%,5%
Cc1cc(C(=O)CN2C(=O)NC(C)(CC(C)C)C2=O)c(C)n1-c1ccc2c(c1)OCO2 (stereo unspecified),3%,0%,0.2%,6%,-9%,2%,-2,1%,-16%,-1%,6%[46.1 µM]
CCNC(=O)c1ccc(CSc2nc3ccccc3s2)cc1,-5%,0%,0.1%,1%,-1%,2%,-7,2%,-14%,75%[activator],-3%
O=C(CSc1ccc(Br)cc1)NC1CCCCCC1,.,0%,3.9%,-31%,?,?,-19,2%,5%,1%,-10%
Cn1c(=O)c2c(ncn2CCOc2ccc(Br)cc2)n(C)c1=O,8%,-4%,-0.4%,-1%,-30%,-2%,3,0%,-2%,-3%,-2%
O=C(CCN1C(=O)C2CC=CCC2C1=O)Nc1cccc(Cl)c1 (stereo unspecified),-2%,1%,-0.2%,6%,14%,-9%,1,-1%,-1%,.,6%
COc1ccc(C(C(=O)NC2CCCC2)N(Cc2ccco2)C(=O)c2snc(C(N)=O)c2N)cc1OC (stereo unspecified),-2%,-2%,-0.1%,9%,?,2%,1,-1%,-3%,-9%,1%
COC(=O)c1c(NC(=O)c2ccccc2[N+](=O)[O-])sc2c1CC(C)(C)NC2(C)C,16%,-2%,-0.5%,0%,-2%,4%,3,5%,2%,0%,-7%[46.1 µM]
CCN(c1cccc(C)c1)S(=O)(=O)c1csc(C(N)=O)c1,-1%,-4%,0.1%,5%,3%,5%,-2,-2%,6%,-6%,1%
CSCc1ccc(C(=O)NCCSc2ccc(Br)cc2)cc1,3%,-3%,-0.6%,-7%,?,-3%,-3,1%,-6%,1%,0%
CC1=NNC(=O)C1CC(=O)N/N=C/C(C)=C/c1ccccc1 (stereo unspecified),-4%,-1%,0.2%,-8%,25%,-2%,4,-2%,8%,0%,3%
COc1cccc(C(N)=O)c1OC(=O)Cc1ccccc1F,2%,4%,-0.6%,-13%,?,3%,8,2%,0%,-6%,-1%
COc1ccc(-c2csc(NC(=O)c3ccc(S(=O)(=O)N4CCc5ccccc5C4)cc3)n2)cc1,-2%,-2%,-0.6%,3%,?,-4%,-2,-1%,0%,-2%,4%[46.1 µM]
Cc1ccc(S(=O)(=O)c2cc(OC(=O)c3ccco3)ccc2OC(=O)c2ccco2)cc1,21%,-5%,-0.5%,3%,-3%,7%,-7,2%,20%,-2%,10%[46.1 µM]
CC(C)OC(=O)N(C)c1ccc(C(O)(C(F)(F)F)C(F)(F)F)cc1,2%,-4%,0.0%,2%,-22%,-2%,4,0%,?,-4%,-2%
CC(=O)NCCc1nc2cc(NC(=O)COc3cccc(C)c3)ccc2n1C,6%,6%,0.4%,-5%,?,0%,-3,3%,-6%,1%,4%
CCc1ccc2c(c1)C(c1ccncc1)=NNC(c1ccccc1)=N2,3%,0%,-0.1%,3%,?,20%,-7,2%,-15%,-6%,5%
Fc1cccc(CCN2C(=S)NC[C@@H]2Cc2ccccc2)c1,5%,-3%,-0.2%,3%,-5%,9%,-3,1%,-12%,-6%,1%
CC(C)C[C@H]1CN=C(Nc2ccccc2)N1CC1CCCC1,-6%,4%,0.4%,-4%,7%,-14%,-1,0%,-12%,-5%,5%
CC(C)CSc1nc(N2CCOCC2)c2c(c1C#N)CC(C)(C)SC2,5%,-5%,-0.7%,16%,?,7%,-10,1%,7%,-2%,6%
Cc1ccccc1OCC(=O)N/N=C/c1ccc(N2CCOCC2)o1,-2%,-6%,6.5%,-5%,?,?,-15,-1%,?,4%,-1%
Cc1cc(C)n2c(SCC(=O)Nc3cccc(S(N)(=O)=O)c3)nnc2n1,.,-2%,0.3%,-20%,13%,1%,10,-2%,0%,4%,4%
COc1ccc2nc(SCc3cccc(C)c3)nc(C)c2c1,7%,0%,-0.2%,1%,?,3%,-2,4%,?,-6%,2%[46.1 µM]
COCCN(C(=O)CC(C)(C)C)c1nnc(-c2cccnc2)s1,17%,0%,-0.1%,-1%,-20%,5%,-3,2%,-8%,-3%,-1%[46.1 µM]
O=C(NCc1ccccc1)C(c1cccs1)N(C(=O)c1csnn1)C1CC1 (stereo unspecified),7%,-1%,-0.4%,-7%,-5%,2%,0,5%,4%,-8%,-7%
# Going on with the list.
SMILES,Mito fusion act,Tb PFK inh,B2AR arrestin,Eya2 phos inh,ELG1 DNA repair,uPA surface inh,TSHR antag,USP2a inh,Chronic BCR inh,TSG101-PTAP inh,TCR activator
Cc1ccccc1CSCC(=O)NC(=O)NC(C)(C)C,0%,-2%,0.3%,-5%,-14%,9%,-4,-6%,-4%,-4%,6%
Cc1ccc(-n2ncc3c(NNC(=O)c4ccco4)ncnc32)cc1C,-3%,0%,0.5%,3%,?,10%,-11,1%,15%,-2%,-1%
CSCCC(NC(=O)c1ccccc1Cl)C(=O)NCc1ccncc1 (stereo unspecified),-3%,-7%,0.2%,-25%,8%,1%,23,2%,2%,1%,-3%
Cc1ccc(-c2nc(CS(=O)CC(=O)NCCN3CCOCC3)c(C)o2)cc1 (stereo unspecified),-2%,0%,0.3%,-9%,1%,-4%,-1,5%,0%,2%,10%
CS(=O)(=O)N1CCN(C(=S)NCc2ccc(Cl)cc2)CC1,4%,-2%,0.3%,1%,9%,2%,1,-1%,-7%,-2%,2%
C/C(=N\NC(=O)c1cc(Cl)ccc1O)c1ccc(Br)s1,11%,9%,0.4%,-10%,?,2%,-3,7%,?,-1%,2%[46.1 µM]
CCN(CC)S(=O)(=O)c1ccc(OC)c(NS(=O)(=O)c2ccc(F)cc2)c1,2%,7%,-0.1%,-8%,-5%,-2%,4,2%,?,-9%,9%
O=C(c1cc(C2CC2)nn1-c1ccccc1)N1CCN(c2ccccc2O)CC1,.,2%,0.0%,-1%,0%,-4%,.,3%,0%,-4%,-1%
O=C(c1cc(-c2ccc(Cl)c(Cl)c2)on1)N1CCOCC1,2%,-1%,-0.2%,-3%,?,-1%,5,0%,?,0%,-4%
Cn1cc(Cl)nc1C(O)c1ccccc1 (stereo unspecified),-5%,2%,0.0%,-4%,10%,-3%,-4,6%,-1%,0%,1%[46.1 µM]
Cc1onc(-c2c(F)cccc2Cl)c1C(=O)NC(C)c1ccccc1 (stereo unspecified),14%,9%,-1.1%,-25%,-4%,7%,2,-2%,-1%,-2%,17%
O=C1C(Cl)=C(N2CCCCC2)C(=O)C(Cl)=C1c1cnc(N2CCCCC2)s1,3%,-4%,0.3%,6%,?,-3%,7,0%,14%,-1%,1%[46.1 µM]
COc1ccc(CNC(=O)c2c([S-])n(-c3ccc(C)cc3)c3cccc[n+]23)cc1,0%,2%,0.1%,10%,-14%,-6%,-2,-3%,4%,0%,-9%
CCC(C(=O)NCc1ccc(C)o1)n1nc(C)c2c(C)n(-c3ccccc3)nc2c1=O (stereo unspecified),1%,0%,0.1%,-11%,-15%,3%,4,2%,-6%,-12%,-3%

# Arranged by formula weight (highest first): part of the list above
SMILES,Mito fusion act,Tb PFK inh,B2AR arrestin,Eya2 phos inh,ELG1 DNA repair,uPA surface inh,TSHR antag,USP2a inh,Chronic BCR inh,TSG101-PTAP inh,TCR activator
CCC(C(=O)NCc1ccc(C)o1)n1nc(C)c2c(C)n(-c3ccccc3)nc2c1=O (stereo unspecified),1%,0%,0.1%,-11%,-15%,3%,4,2%,-6%,-12%,-3%
CSCCC(NC(=O)c1ccccc1Cl)C(=O)NCc1ccncc1 (stereo unspecified),-3%,-7%,0.2%,-25%,8%,1%,23,2%,2%,1%,-3%
O=C(c1cc(-c2ccc(Cl)c(Cl)c2)on1)N1CCOCC1,2%,-1%,-0.2%,-3%,?,-1%,5,0%,?,0%,-4%

# Outcome played no part in choosing rows (roughly 3% active in at least one column).
